Pf growth 48h: P. falciparum growth inhibition at 48 hours (one generation); P. falciparum luciferase growth in erythrocytes, 48 h; Potency, µM (titrated, usually from 28.7 µM), inactives show top-dose activity change, negative = inhibition, most hits filed as inhibitors; 310,000 tested, 5.9% active; also: potency is read from the fitted curve at half-maximal effect; % is scaled to controls: 0 for no effect and ±100 for the full control effect
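Luciferase-expressing P. falciparum in infected erythrocytes (2% hematocrit, 0.1% parasitemia final) in RPMI 1640/0.5% Albumax were exposed to compound for 48 hours at 37 C, 5% CO2; growth read as luminescence.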
Shiga toxin inh: blocks Shiga toxin action in Vero cells | 290,000 tested, 9.2% active | inhibition, % at 38.7 µM | AID 2315 | Vero cells, Shiga toxin protein synthesis inhibition reporter; in the data active = inhibition mostly above about 28%, no sharp cut-off; inactive = mostly below about 43%; also: 0% is about no effect
Sm TGR block: S. mansoni TGR enzyme inhibition; Q962Y6; purified TGR, DTNB reduction, TNB absorbance 405 nm; Potency, µM (doses to about 114 µM), for inactives: top-dose activity change, negative = inhibition, hits mostly inhibitors; 360,000 tested, 3% active; also: potency is read from the fitted curve at half-maximal effect; % is scaled to controls: 0 for no effect and ±100 for the full control effect; nearly all actives have a fitted effect of over 60% in size
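First, TGR (20 nM dispensed) and NADPH were mixed with compound. Second, a 15 min room-temperature incubation followed. Third, further NADPH and then DTNB were added to start the reaction. Finally, TNB absorbance was monitored kinetically.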
CHX counter: affects cycloheximide protein synthesis inhibition readout, counter-screen; cell reporter, cycloheximide protein synthesis inhibition counterscreen; max response, %; 300,000 tested, 12% active; AID 2314; in the data active = max response mostly above about 13%, no sharp cut-off; inactive = mostly below about 14%; also: read at 38.3 µM for the half of the compounds with a filed dose; 0% is about no effect
Pf growth 96h: inhibits malaria parasite growth, 96 h | P. falciparum luciferase reporter growth, 96 h | Potency, µM (titrated, usually from 28.7 µM), inactives show top-dose activity change, negative = inhibition, usual class: inhibitors | 320,000 tested, 6.9% active | AID 504834; also: potency is read from the fitted curve at half-maximal effect; % is scaled to controls: 0 for no effect and ±100 for the full control effect
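Readout is luminescence from an integrated firefly luciferase in P. falciparum. Red cells, 2% hematocrit and 0.05% parasitemia final, were cultured with compound through two parasite generations (96 hours) at 37 C, 5% CO2.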
Giardia FBPA inh: inhibitors of Giardia lamblia fructose-1,6-bisphosphate aldolase | AID 2451 | Potency, µM (titrated, usually from 59.6 µM), for the others: at the top dose activity, negative = inhibition, hits mostly inhibitors | 290,000 tested, 0.71% active | purified Giardia FBPA | A8B2U2; also: potency is read from the fitted curve at half-maximal effect; % is scaled to controls: 0 for no effect and ±100 for the full control effect; nearly all actives have a fitted effect of over 55% in size
Target sequence (A8B2U2 whole entry, looked up): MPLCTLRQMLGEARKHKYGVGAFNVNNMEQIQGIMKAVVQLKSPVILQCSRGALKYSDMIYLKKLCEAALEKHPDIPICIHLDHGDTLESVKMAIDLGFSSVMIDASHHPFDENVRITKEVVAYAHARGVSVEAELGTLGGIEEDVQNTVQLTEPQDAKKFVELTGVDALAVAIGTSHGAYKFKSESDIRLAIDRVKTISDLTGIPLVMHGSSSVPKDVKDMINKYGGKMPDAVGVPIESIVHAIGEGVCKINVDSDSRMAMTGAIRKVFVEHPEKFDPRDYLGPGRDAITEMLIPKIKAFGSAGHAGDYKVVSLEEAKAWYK
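Giardia FBPA (40 nM reagent) was preincubated 10 min at RT with compound (up to 57.5 uM final), then substrate plus GAPDH/TPI/NAD/arsenate coupling system with diaphorase/resazurin was added; resorufin fluorescence (525/598 nm) was read after 20 min.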
The depositor's hits bear a star; ? = inconclusive; . = no result given; & = joins results of further samples; [ ] = dose if it differs, or a comment. Unless noted, calls follow the shape of the dose curve; as a rule, active = well fitted curve in the direction sought with a large enough effect; inconclusive = small, poorly fitted or top-dose-only effect, or another doubt; inactive = no such curve, though single readings can be large; an effect the other way counts as inactive or inconclusive.

SMILES	Pf growth 48h	Shiga toxin inh	Sm TGR block	CHX counter	Pf growth 96h	Giardia FBPA inh
O=C(c1ccccc1)c1ccc(Oc2ccc(C(=O)O)c(C(=O)O)c2)cc1	28.3%	.	9.4%	0.8	0.6%	23.8%
O=C(c1ccc([N+](=O)[O-])cc1[N+](=O)[O-])N1CCCC1	-29.0%	-4.9	-8.8%[57.1 µM]	-2.2	86.2%[activator]	-2.7%
Cc1cc(NC(=O)CCCN2C(=O)/C(=C/c3ccccc3Cl)SC2=S)no1	0.5%	-28.8	-1.6%	-4.5	?	.
COc1ccc(NC(=O)N2CCC3(CC2)OCCO3)cc1	23.9%	35.3	.	26.7*	?	0.2%
CC(C)[C@H](NC(=O)N1CCn2c1nc1ccccc12)C(=O)NCc1ccc2c(c1)OCO2	-9.5%	10.7	-5.9%	7.6	1.9%	3.8%
O=S(=O)(c1ccc(Cl)cc1)N1CCN(C(=S)Nc2ccc(F)c(Cl)c2)CC1	0.657µM*	-10.2	-12.5%	-2.3	0.5%	-0.8%
Cn1c(N)c(C(=O)CSc2nc3ccccc3c(=O)n2CCCN2CCOCC2)c(=O)n(C)c1=O	-6.6%	-9.7	-1.9%	-1.3	8.4%	7.2%
Cc1cc(Cl)c(S(=O)(=O)N2CCN(c3ccc(F)cc3)CC2)cc1OCC(N)=O	?	-15.5	-3.0%	-3.5	8.2%	9.2%
CCCc1nc(NCc2ccc3c(c2)OCO3)c2nnn(Cc3ccccc3Cl)c2n1	19.6%	7.7	3.3%	-2.1	138.8%[activator]	-0.6%
O=C(COC(=O)CSc1nnc(-c2ccc(Cl)cc2)o1)Nc1cc(Cl)ccc1Cl	23.7%	18.2	-11.9%	10.1	65.2%[activator]	1.9%
CCOc1ccccc1/C=N/NC(=O)c1cccc(Cl)c1	34.8%[activator]	57.3*	6.1%	2.4	18.1%	-3.4%
COc1ccc2[nH]c(=O)c(CN(CCN(C)C)C(=O)NCc3ccccc3)cc2c1	-3.5%	13.5	-0.1%	-3.2	67.9%[activator]	0.1%
CCc1cc(C(=O)c2ccc(OC)cc2)c(NC(=O)CC(C)(C)CC(=O)O)s1	-8.1%	6.0	-7.4%	-0.9	-3.7%	13.3%
O=C1Nc2ccccc2C1(O)c1ccccc1O (stereo unspecified)	.	-7.6	-11.0%	-1.3	18.4%	7.3%
CN1CCN(C(=S)Nc2cc(S(=O)(=O)N3CCOCC3)ccc2Cl)CC1	10.0%	-3.6	7.5%	-2.4	7.6%	-3.4%
COC(=O)N1CN(C(=O)OC)CN(C(=O)OC)C1	14.4%	26.0	0.0%	-0.5	22.4%	0.7%
Cc1ccc(C(=O)C[n+]2cccc3ccccc32)cc1	13.1µM*	8.0	0.0%	0.5	4.15µM*	0.3%
Cc1ccc(-c2noc(CN3CCCCC3)n2)cc1	.	91.1*	-19.6%	49.3*	165.9%[activator]	4.7%
COc1ccc(S(=O)(=O)CCC(=O)NCCc2ccc(C)cc2)cc1	6.3%	-6.1	31.6µM*	-3.3	.	2.3%
C#CCOCCOCCOCCNc1nc(N2CCN(C(=O)[C@H](CCC(=O)O)n3cc(C(N)CO)nn3)CC2)nc(N2CCN(C(=O)[C@H](Cc3ccc(O)cc3)n3cc(C(N)[C@H](C)CC)nn3)CC2)n1 (stereo partly specified)	35.4%[activator]	-6.5	35.5µM*	1.1	43.8%[activator]	-0.5%
CCCNC1=CC(=O)CC(C)(C)C1	5.9%	-2.0	-1.9%	-0.5	?	0.4%
O=S(=O)(O)c1ccc2c(c1)-c1nc-2nc2[nH]c(nc3nc(nc4[nH]c(n1)c1ccc(S(=O)(=O)O)cc41)-c1ccc(S(=O)(=O)O)cc1-3)c1ccc(S(=O)(=O)O)cc21	.	-6.3	.	-12.9	.	?
COc1ccc(C(C)NC(=O)C2CCCC2)cc1OC (stereo unspecified)	?	-7.4	-16.8%	-1.7	-11.8%	10.6%
CN(C)CCN(CC1CCCN(Cc2ccccc2F)C1)C(=O)Cc1ccccc1F (stereo unspecified)	?	12.4	-4.0%	3.4	0.0%	-2.7%
NC1CCN(c2cccc(Cl)n2)CC1	-3.3%	.	.	.	-14.8%	-6.4%&0.4%

Continued:
SMILES	Pf growth 48h	Shiga toxin inh	Sm TGR block	CHX counter	Pf growth 96h	Giardia FBPA inh
C=CCOc1ccc(CNCc2cccnc2)cc1OCC	25.3%	-6.4	-7.3%	1.8	320.6%[activator]	?
CC1Cc2ccccc2N1C(=O)COC(=O)/C=C/c1cccc(F)c1 (stereo unspecified)	-1.3%	.	-3.3%	.	27.0%	.
O=C(c1ccncc1)N1N=C(c2ccc(Cl)cc2)CC1c1ccccc1O (stereo unspecified)	?	116.4*	3.8%	44.9*	?	?
COC(=O)c1ccc(N=C(c2ccccc2)c2c(O)n(C)c(=O)n(C)c2=O)cc1	11.0%	33.5	-9.9%	1.2	16.6%	-23.6%
CC(C)c1cc(C(=O)N/N=C/c2ccco2)n[nH]1	163.5%[activator]	87.5*	7.3%	39.8*	122.8%[activator]	4.3%
CC(=O)c1ccc(NC(=O)CSc2nnc(Cn3c(=O)sc4ccccc43)n2C)cc1	-14.5%	6.3	-8.1%	-1.9	-3.0%	0.1%
CCC1CCCCN1S(=O)(=O)c1ccc(NC(=O)C2CCCO2)cc1 (stereo unspecified)	-16.3%	-11.2	-13.3%	-3.1	38.8%[activator]	.
CN1c2ccsc2/C(=N/Nc2ccccc2)CS1(=O)=O	.	40.5	?	22.7	?	-11.7%
O=C(CN1C(=O)NC2(CCCC2)C1=O)Nc1nc2c(F)cc(F)cc2s1	1.0%	.	-4.9%	.	32.1%[activator]	.
O=C(OCC(=O)N(Cc1ccccc1)Cc1ccccc1)c1ccccc1O	2.7%	.	7.0%	.	-4.6%	.
COc1ccc(NC(=S)N(Cc2ccccn2)Cc2ccccc2Cl)cc1	?	27.8	-0.6%	-3.8	?	-9.9%
CC(=O)Nc1ccc(NC(=O)c2ccc(COc3ccc(C)cc3)o2)cc1	0.0%	111.0*	-8.4%	19.4*	9.28µM*	8.0%
Cc1ccc(-n2cccc2C(=S)N=P(N(C)C)(N(C)C)N(C)C)cc1	.	-16.1	1.1%[11.4 µM]	-0.8	35.3%[activator]	-5.5%
Cc1ccc(N(C(=O)c2snc(C(N)=O)c2N)C(C(=O)NCC2CCCO2)c2c[nH]c3ccccc23)cc1 (stereo unspecified)	7.38µM*	23.7	-20.3%	-1.6	0.0%	10.4%
CC(C)n1cc(CN2CCCC(CO)(Cc3cccc(Cl)c3)C2)cn1 (stereo unspecified)	?	-12.3	-2.9%	0.6	?	5.6%
COc1cc(OC)cc(OC(=O)C2CCN(C(=O)c3ccc(Cl)cc3)CC2)c1	?	.	-7.3%	.	24.3%	.
O=C(CNC(=S)N(CCCN1CCOCC1)Cc1cccs1)NC1CCCCC1	-14.1%	-2.8	-1.7%	-1.3	15.4%	1.1%
Cc1ccc(C(=O)Nc2ccccn2)cc1S(=O)(=O)N1CCOCC1	22.4%	.	-6.8%	.	0.0%	.
CC1Cc2ccccc2N1C(=O)CSCC(=O)O (stereo unspecified)	32.7%[activator]	-8.4	-4.7%	-2.6	0.5%	0.2%
CCCCn1nc2cc(C(=O)NCc3ccc(C(F)(F)F)cc3C(F)(F)F)ccc2c1OCC	77.9%[activator]	-11.8	1.2%	-1.2	128.4%[activator]	0.3%
CC(=O)N1CCc2cc(S(=O)(=O)CCC(=O)N3CCN(c4ccccc4)CC3)ccc21	?	-0.5	-12.7%	-1.0	17.3%	.
COc1ccc(C(=O)Nc2ccccc2C(=O)N/N=C/c2ccco2)cc1	81.7%[activator]	54.7*	2.7%	41.3*	31.0%[activator]	-4.4%
CN(C(=O)C12CC3CC(CC(C3)C1)C2)C1CCS(=O)(=O)C1 (stereo unspecified)	-3.9%	-8.9	1.7%	-9.0	-18.3%	3.4%
Cc1ccc(C(=O)Oc2cccc(NC(=O)c3ccco3)c2)cc1S(=O)(=O)N1CCC(C)CC1	.	-6.1	?	-2.9	-19.6%	-7.2%
Nc1nc(SCc2nnc(SCC(=O)O)n2-c2ccccc2)nc2sc3c(c12)CCCC3	6.4%	-19.1	-7.4%	-2.9	.	9.7%

Continued.
SMILES	Pf growth 48h	Shiga toxin inh	Sm TGR block	CHX counter	Pf growth 96h	Giardia FBPA inh
COc1ccc(C)cc1N(CC(=O)NCCSCc1cccc(Cl)c1)S(C)(=O)=O	0.0%	.	3.3%	4.3	11.7µM*	-7.3%
Cc1ccc(NC2CCCN(C(=O)c3cnsn3)C2)cc1C (stereo unspecified)	4.8%	2.5	22.3%	6.6	0.0%	-9.3%
c1ccc(Oc2nc(-c3cccnc3)nc3ccccc23)cc1	10.4µM*	7.0	7.3%	-1.2	?	6.4%
O=C(NC(=S)Nc1ccccc1Br)c1ccc2c(c1)OCO2	100.9%[activator]	60.5*	14.1µM*	31.5*	-10.0%	.
N#Cc1ccc(C23CC4(C2)[C@H](CN(Cc2ccc(C(F)(F)F)cc2)[C@@H]4c2ccccc2)C3c2ccccc2)cc1 (stereo partly specified)	?	-6.1	?	-2.0	?	4.0%&3.8%
CN(C)C(=O)Nc1ccc(F)cc1F	-24.7%	18.5	1.6%	0.6	310.9%[activator]	3.8%
COc1ccc(S(=O)(=O)C(C#N)c2nc3ccccc3nc2N2CCCC(C)C2)cc1 (stereo unspecified)	?	43.4	-27.2%	9.3	.	-17.4%
O=C(Nc1cccc2ccccc12)N1CCN(Cc2ccccc2)CC1	-15.3%	6.8	-2.5%	0.8	10.4µM*	-8.8%
COCC(=O)Nc1cccc(C(F)(F)F)c1	-7.1%	-8.1	-2.5%	3.3	16.5%	-0.6%
Cc1cccn2cc(COc3ccc(-c4ccccc4)cc3)nc12	249.3%[activator]	68.2*	-2.3%	71.4*	104.1%[activator]	8.1%
Nc1c(Cl)cc(-c2[nH]c3cc(C(=O)NCCO)ccc3c(=O)c2O)cc1Cl	?	-6.8	-10.3%	-2.2	?	?
Cc1nn(-c2ccccc2)c(Cl)c1/C=C(\C#N)C(=O)NC(C)C	-16.7%	32.0	3.1%	3.2	?	1.0%
CCc1ccccc1N(C(=O)c1snc(C(N)=O)c1N)C(C(=O)NCC1CCCO1)c1c[nH]c2ccccc12 (stereo unspecified)	?	-5.4	2.0%	-1.7	35.4%[activator]	-4.8%
O=C(NC1CCCC1)C(c1ccco1)N(C(=O)c1csnn1)c1ccccc1 (stereo unspecified)	27.1%	-6.5	10.4%	-5.1	-28.5%	0.1%
O=C1C2CCCN2C(c2ccccc2F)N1c1ccc(F)cc1 (stereo unspecified)	?	12.9	0.5%	-1.8	11.8%	-4.7%
COc1ccc(N2CCN(C(=O)c3cc(-c4ccc(F)cc4)[nH]c3C)CC2)cc1	-25.3%	-5.6	7.6%	1.1	?	1.4%
CCNC(=O)C1CC(=O)N(Cc2ccc3c(c2)OCO3)C(=Nc2ccc(F)cc2)S1 (stereo unspecified)	?	-7.9	5.0%	-0.5	?	4.7%

Full records as entered above. Screens in order: Pf growth 48h | Shiga toxin inh | Sm TGR block | CHX counter | Pf growth 96h | Giardia FBPA inh
COc1ccc(S(=O)(=O)C(C#N)c2nc3ccccc3nc2N2CCCC(C)C2)cc1 (stereo unspecified) is listed as ? | 43.4 | -27.2% | 9.3 | . | -17.4%
CCNC(=O)C1CC(=O)N(Cc2ccc3c(c2)OCO3)C(=Nc2ccc(F)cc2)S1 (stereo unspecified) is listed as ? | -7.9 | 5.0% | -0.5 | ? | 4.7%
Cc1nn(-c2ccccc2)c(Cl)c1/C=C(\C#N)C(=O)NC(C)C is listed as -16.7% | 32.0 | 3.1% | 3.2 | ? | 1.0%
CCc1ccccc1N(C(=O)c1snc(C(N)=O)c1N)C(C(=O)NCC1CCCO1)c1c[nH]c2ccccc12 (stereo unspecified) is listed as ? | -5.4 | 2.0% | -1.7 | 35.4%[activator] | -4.8%

Source: PubChem BioAssay

Random draw from the library, and some 24% of all compounds hit somewhere here.
